# Assay outcomes as filed in PubChem BioAssay.
# DNMT1 block = DNMT1 (human) enzyme inhibition. DNMT1 molecular beacon, Hinp1I cleavage, fluorescence. actives 0.83% (n = 360,000). inhibition (reported as % activation of signal), % at 10 µM. P26358; in the data active means inhibition above about 50%
# NRP1-CendR mod = modulators of CendR peptide binding to human neuropilin-1; FAM-RPARPAR peptide binding to NRP-1, fluorescence polarization; inhibition, % at 25 µM; actives 0.85% (n = 360,000); O14786;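 active means inhibition or corrected inhibition above about 18%, plus a signal ratio from 0.5 to 1.5, limit read from the data, passing the limit was not always enough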; further: strong numbers were not always called active
# SKN-1 inh = C. elegans SKN-1 inhibition; C. elegans VP596 Pgst-4::GFP/RFP ratio, acrylamide-induced, 24 h; inhibition, % at 21.8 µM; actives 0.49% (n = 360,000);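 active means interference check ratio from 0.5 to 1.5 plus GFP to RFP signal ratio inhibition reaching or exceeding a fixed threshold, cut at about 30% in these data, passing the limit was not always enough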; further: some compounds called inactive have numbers as strong as hits
# STEP block = blocks human striatal-enriched tyrosine phosphatase. recombinant STEP, OMFP fluorogenic substrate, fluorescence. actives 0.25% (n = 360,000). inhibition, % at 20 µM. P54829;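 active means inhibition at 20 µM, scaled per plate between control wells, above about 37%, limit read from the data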;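 further: 0% = DMSO with enzyme and substrate and 100% = substrate only without enzyme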
#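 material = STEP tyrosine phosphatase | reagent = fluorogenic phosphatase substrate OMFP at 25 µM final | doses = single compound dose of 20 µM, 1% DMSO final | schedule = 20 min reaction, room temperature, in the dark | measured by = fluorescence, 480/540 nm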
# Neddylation inh = inhibitors of human cullin neddylation; P61081+Q13564; actives 0.58% (n = 360,000); AID 651699; calls only at 25 µM; TR-FRET cullin neddylation, biochemical; in the data active means inhibition above about 36%
# Target sequence (P61081 whole entry, looked up): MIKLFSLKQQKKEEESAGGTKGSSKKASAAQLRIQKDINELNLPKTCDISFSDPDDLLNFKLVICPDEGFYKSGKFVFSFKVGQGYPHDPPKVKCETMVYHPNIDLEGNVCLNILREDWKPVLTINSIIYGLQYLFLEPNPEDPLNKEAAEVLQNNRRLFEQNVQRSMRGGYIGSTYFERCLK
# Target sequence (Q13564 whole entry, looked up): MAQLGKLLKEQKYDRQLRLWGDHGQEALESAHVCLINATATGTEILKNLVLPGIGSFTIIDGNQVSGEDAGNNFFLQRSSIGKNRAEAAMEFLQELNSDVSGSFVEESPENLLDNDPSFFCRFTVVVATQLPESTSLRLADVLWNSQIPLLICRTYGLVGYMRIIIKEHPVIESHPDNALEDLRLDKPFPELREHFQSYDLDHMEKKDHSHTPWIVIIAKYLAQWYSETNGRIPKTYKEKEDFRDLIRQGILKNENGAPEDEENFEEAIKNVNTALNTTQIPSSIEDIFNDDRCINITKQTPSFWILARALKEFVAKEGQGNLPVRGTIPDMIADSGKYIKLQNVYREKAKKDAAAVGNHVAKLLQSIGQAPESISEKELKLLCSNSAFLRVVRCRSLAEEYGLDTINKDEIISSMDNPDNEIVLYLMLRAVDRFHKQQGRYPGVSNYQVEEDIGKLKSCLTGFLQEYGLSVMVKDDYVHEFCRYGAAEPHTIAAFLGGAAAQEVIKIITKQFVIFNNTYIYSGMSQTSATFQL
# NadD block = blocks S. aureus nicotinate mononucleotide adenylyltransferase. purified NadD enzyme, colorimetric absorbance read-out. inhibition, % at 20 µM. actives 0.78% (n = 360,000). AID 602399; in the data active means inhibition above about 26%; further: some compounds past the cut are filed as inactive
# SUMO1-SIM PPI = SUMO1-SIM interaction modulation; P63165; SUMO1 binding to a labelled peptide, TR-FRET, 1 h; inhibition, % at 20 µM; actives 0.33% (n = 360,000); in the data active means inhibition above about 37%
# Target sequence (P63165 whole entry, looked up): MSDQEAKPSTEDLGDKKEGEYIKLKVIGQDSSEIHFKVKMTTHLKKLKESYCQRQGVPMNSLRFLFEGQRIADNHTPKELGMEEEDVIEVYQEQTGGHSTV
# LMPTP inh = blocks human LMPTP phosphatase; P24666; recombinant LMPTP-A, OMFP fluorogenic substrate, fluorescence intensity; inhibition, % at 20 µM; actives 0.22% (n = 360,000); AID 651560;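 active means compounds that cut the enzyme signal by at least half of the control window in the single-dose screen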;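 further: plate controls were DMSO wells with enzyme plus substrate for no effect and substrate without enzyme for full effect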
# Target sequence (P24666 whole entry, looked up): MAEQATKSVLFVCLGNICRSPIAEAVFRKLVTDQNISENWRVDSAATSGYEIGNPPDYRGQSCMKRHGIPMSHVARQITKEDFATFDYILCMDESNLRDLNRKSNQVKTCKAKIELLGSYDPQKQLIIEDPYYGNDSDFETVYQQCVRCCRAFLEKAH
#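 Assay system: LMPTP-A phosphatase enzyme | Input: 0.625 nM enzyme | Also added: Fluorogenic phosphatase substrate OMFP at 400 µM final | Compound dosing: One test concentration per compound, 20 µM, with 3% DMSO overall | Schedule: 50 min enzyme reaction at room temperature, protected from light | Signal: Fluorescence intensity | Benchmarks: no-enzyme and uninhibited controls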
# Scp-1 inhibitor = blocks human Scp-1 phosphatase activity. Q9GZU7. actives 0.88% (n = 340,000). inhibition, % at 20 µM. Recombinant Scp1, phosphopeptide, malachite green phosphate absorbance;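 active means inhibition above about 50% at 20 µM, limit read from the data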;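 further: plate controls were DMSO wells with enzyme for no effect and wells lacking enzyme for full effect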
#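 Test system: SCP-1 catalytic domain; Buffer or medium: Acidic Tris acetate buffer with magnesium and detergent; Also added: Phosphorylated 17-residue peptide substrate; Compound: single 20 µM dose, 1% DMSO; Schedule: enzyme reaction 45 min at room temperature, colour 5 min, stabilisation 30 min; Signal: Phosphate-binding colour reagent, absorbance read at 630 nm.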
# Tb MetRS inh = Trypanosoma brucei MetRS inhibition; purified T. brucei MetRS, ATP depletion, Kinase-Glo luminescence; inhibition, % at 11.9 µM; actives 0.4% (n = 360,000); AID 624268;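 active means inhibition above a per-plate cutoff of the control wells' mean inhibition plus 3 SD, cut at about 5.5% in these data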;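 further: 0% = DMSO wells median and 100% = median of wells with control inhibitor compound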
#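 Assay system: T. brucei methionyl-tRNA synthetase, purified | Medium: HEPES buffer with MgCl2, KCl, DTT, spermine, BSA, pyrophosphatase | Compound: 11.9 µM single point | Incubation: 15 min enzyme-compound preincubation, 2 h reaction, 10 min detection, 25 °C | Measured by: Kinase-Glo luciferase luminescence reporting remaining unconsumed ATP | Measure: % inhibition normalized to control-well medians | Replication: Singlicate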
# * hit, by the source's call; i = inactive; . = not tested or not shown; + = active, no number.
1. O=C(c1cc2c([nH]c1=O)CCCC2)N1CCc2c([nH]c3ccccc23)C1c1ccccc1F (stereo not drawn)
2. CCN(CC)S(=O)(=O)c1cc(C(=O)c2nccn2C)ccc1Cl
3. O=C(NCCN1CCN(c2ccccc2F)CC1)c1cccn2c(=O)c3ccccc3nc12
4. CC(C)c1ccccc1N1CC(C(=O)O)CC1=O (stereo not drawn)
5. COCCNC(=S)Nc1ccc(N2CCOCC2)c(S(=O)(=O)Nc2ccccc2OC)c1
6. O=C(NC(=S)NCC1CCCO1)c1ccc(Br)o1 (stereo not drawn)

entry no.,1,2,3,4,5,6
DNMT1 block,-7.1,2.6,-2.9,-3.3,-7.0,0.1
NRP1-CendR mod,4.5,-4.6,-14.7,-26.4,-7.6,-1.6
SKN-1 inh,7.9,-2.1,5.4,12.1,-13.2,12.2
STEP block,2.4,1.3,2.3,-0.4,4.1,-1.0
Neddylation inh,i,i,+,i,i,i
NadD block,5.9,-2.9,5.5,9.4,-0.6,-19.6
SUMO1-SIM PPI,-4.3,-3.7,-16.9,-1.0,7.6,-1.8
LMPTP inh,0.0,-0.6,3.9,-0.4,1.2,0.1
Scp-1 inhibitor,4.2,0.4,-3.5,-8.4,-7.2,-10.4
Tb MetRS inh,-0.2,2.2,-0.5,-1.1,0.1,-0.1

7. Fc1ccc(Cn2c(SCc3ccc(F)c(C(F)(F)F)c3)nnc2C(F)(F)F)cc1
8. Cc1cc(C)c(S(=O)(=O)N2CCOC2CNC(=O)C(=O)NCCN2CCOCC2)c(C)c1 (stereo not drawn)
9. COc1ccc(OC)c(S(=O)(=O)Nc2ccc(C(C)=O)cc2)c1
10. COc1ccc(C(=O)Nn2c(C)nc3ccccc3c2=O)c(OC)c1
11. Cc1ccc(NC(=O)C(=O)NCCN2CCN(Cc3ccc([N+](=O)[O-])cc3)CC2)cc1
12. Cc1ccc(OCC(=O)NC(C)c2ccccc2)cc1 (stereo not drawn)

entry no.,7,8,9,10,11,12
DNMT1 block,3.8,2.8,-0.2,2.3,-1.0,0.7
NRP1-CendR mod,8.3,5.9,7.6,5.9,4.4,4.6
SKN-1 inh,14.3,-13.1,-8.2,-6.4,1.6,-8.2
STEP block,1.8,-5.3,-3.4,-2.8,3.2,-1.1
Neddylation inh,i,i,i,i,i,i
NadD block,4.3,-4.7,-8.2,-7.2,-9.0,-3.8
SUMO1-SIM PPI,-2.8,9.9,0.9,-1.1,-10.4,4.7
LMPTP inh,5.2,-3.4,-1.0,-2.0,-0.7,0.3
Scp-1 inhibitor,-7.8,6.5,-12.9,-10.4,2.9,0.8
Tb MetRS inh,-0.6,-0.7,-0.4,-0.4,-0.4,0.0

13. NC(=O)c1ccc(NC(=O)COC(=O)c2c3c(nc4ccccc24)/C(=C\c2ccc4c(c2)OCO4)CCC3)cc1
14. COC(=O)Cc1c(C)c2ccc(OCC(=O)N3CCOCC3)cc2oc1=O
15. Cc1cc(C)c2c(c1)-c1c(ssc1=S)C(C)(C)N2C(=O)CSc1nncn1C
16. O=C(CSc1ccc(Cl)cc1)Nc1ccc(NC(=O)c2ccco2)cc1
17. CN(C)c1ccc(N2C(=O)CC(c3ccccc3)CC2=O)cc1
18. O=C(NC(=S)Nc1ccccc1Br)C1CCCC1

entry no.,13,14,15,16,17,18
DNMT1 block,18.1,34.5,-3.1,7.4,2.1,-1.4
NRP1-CendR mod,136.1,-8.0,-4.4,-1.7,9.6,3.4
SKN-1 inh,20.9,-1.6,18.4,9.4,-13.4,14.1
STEP block,-28.4,-1.5,5.7,0.3,-0.1,1.8
Neddylation inh,i,.,i,i,i,i
NadD block,55.2*,2.4,4.4,3.3,-3.6,0.2
SUMO1-SIM PPI,-7.6,-2.0,-25.9,-0.9,3.6,0.9
LMPTP inh,5.7,-0.8,-0.1,2.2,-3.9,0.9
Scp-1 inhibitor,19.4,-3.2,7.0,-5.9,-8.9,-8.0
Tb MetRS inh,-0.2,-0.8,-1.2,0.4,0.0,0.1

19. Cc1ccn(CCNC(=O)C2CCC(=O)N(Cc3ccc(Cl)cc3)C2)n1 (stereo not drawn)
20. COCc1c(C(=O)N2CCN(Cc3c(F)cccc3Cl)CC2)oc2ccccc12
21. CC(OC(=O)C1=COCCO1)C(=O)Nc1ccccc1C#N (stereo not drawn)
22. Cc1cc(N2CCN(c3nc(-c4ccc([N+](=O)[O-])cc4)cs3)CC2)c2ccccc2n1
23. Cc1ccc(S(=O)(=O)N2CCOCC2)cc1C(=O)Nc1ccc2c(c1)CCC2
24. COc1ccc(CNC(=O)c2cc(-c3ccco3)on2)cc1

entry no.,19,20,21,22,23,24
DNMT1 block,0.0,0.4,-0.1,-14.3,2.5,-3.6
NRP1-CendR mod,6.9,-3.4,-13.4,2.2,-13.8,-1.7
SKN-1 inh,12.7,-3.3,-5.8,8.4,-2.7,8.4
STEP block,-1.3,1.8,0.2,4.3,-3.7,-2.4
Neddylation inh,i,i,i,i,i,i
NadD block,-5.8,-5.0,-1.5,28.3*,-8.5,-3.2
SUMO1-SIM PPI,-1.7,3.2,1.4,-7.0,4.2,-1.0
LMPTP inh,-1.0,1.6,-1.9,95.4*,-1.4,0.6
Scp-1 inhibitor,-7.8,52.7*,-0.4,4.1,-5.3,-6.5
Tb MetRS inh,-0.7,-0.3,0.2,-0.8,-0.2,0.1

25. COc1ccc(CCNC(=O)COC(=O)C2CC2C)cc1 (stereo not drawn)
26. C/C(CC(=O)Nc1cccc(C(F)(F)F)c1)=N\NC(=O)C(=O)NCC(C)C
27. Cc1ccc(-c2c[n+](Cc3cccc(Cl)c3)c3n2CCC3)cc1
28. COc1ccc(OCC(=O)OCC(=O)NCc2ccco2)cc1
29. O=C1[C@H]2C(c3ccccc3)=NN(c3ccccc3)[C@H]2C(=O)N1c1ccccc1
30. O=C(CSc1nc(N2CCOCC2)nc(N2CCOCC2)n1)Nc1cccc(C(F)(F)F)c1

entry no.,25,26,27,28,29,30
DNMT1 block,0.5,-2.2,1.4,8.9,-1.7,1.2
NRP1-CendR mod,-4.1,0.0,-5.8,-18.0,5.8,0.3
SKN-1 inh,7.7,0.5,-14.8,-6.2,0.2,-1.0
STEP block,-0.6,-0.5,-1.9,0.5,-1.7,-2.1
Neddylation inh,i,i,i,i,i,i
NadD block,1.7,-3.9,1.9,2.3,5.7,-5.0
SUMO1-SIM PPI,-3.4,-2.9,-4.2,-3.4,-5.0,5.1
LMPTP inh,-1.2,-0.6,0.2,-0.1,5.1,0.0
Scp-1 inhibitor,-3.9,-3.1,-1.2,-7.6,-5.4,-7.2
Tb MetRS inh,-0.2,-0.2,-0.7,-1.1,-0.1,-0.6

31. CCOC(=O)C1CCN(S(=O)(=O)c2ccc3c(c2)CC(C)N3C(=O)C2CC2)CC1 (stereo not drawn)
32. C=CCN1C(=O)C2(NNc3ccccc3O2)c2ccccc21 (stereo not drawn)
33. COc1cccc(CNC(=O)CCNS(=O)(=O)c2ccc3[nH]c(=O)oc3c2)c1
34. COc1ccc(-c2coc3c(C(=O)Nc4cccc(C(C)=O)c4)cccc23)c(C)c1
35. O=C(CN1CCOCC1)Nc1ncc(Br)cc1Br
36. O=C(c1ccc(F)cc1)N1CCCC(c2nc(-c3cccs3)no2)C1 (stereo not drawn)

entry no.,31,32,33,34,35,36
DNMT1 block,-1.9,-10.8,3.9,-12.7,2.0,-0.7
NRP1-CendR mod,-6.5,-111.9,-2.2,-12.0,-4.2,5.4
SKN-1 inh,4.3,-11.3,-2.7,9.3,10.7,-11.5
STEP block,-1.7,-10.1,0.2,3.7,0.9,-0.1
Neddylation inh,i,i,i,i,i,i
NadD block,4.7,-7.2,-5.1,-4.0,4.1,-7.6
SUMO1-SIM PPI,-7.1,-21.4,-0.3,-0.1,-2.7,2.7
LMPTP inh,-1.1,1.1,0.3,2.5,-2.1,1.3
Scp-1 inhibitor,-3.5,-9.4,-2.2,.,-7.0,-10.6
Tb MetRS inh,-0.3,-1.3,0.8,7.6*,-1.0,-0.2

# Complete entries from above.
# Profile of COc1ccc(-c2coc3c(C(=O)Nc4cccc(C(C)=O)c4)cccc23)c(C)c1 = DNMT1 block: -12.7; NRP1-CendR mod: -12.0; SKN-1 inh: 9.3; STEP block: 3.7; Neddylation inh: i; NadD block: -4.0; SUMO1-SIM PPI: -0.1; LMPTP inh: 2.5; Scp-1 inhibitor: .; Tb MetRS inh: 7.6*
# Profile of COc1cccc(CNC(=O)CCNS(=O)(=O)c2ccc3[nH]c(=O)oc3c2)c1 = DNMT1 block: 3.9; NRP1-CendR mod: -2.2; SKN-1 inh: -2.7; STEP block: 0.2; Neddylation inh: i; NadD block: -5.1; SUMO1-SIM PPI: -0.3; LMPTP inh: 0.3; Scp-1 inhibitor: -2.2; Tb MetRS inh: 0.8

# (list continues)
37. CCN(CC)CCN1C(=O)C(=O)/C(=C(/O)c2ccc(S(=O)(=O)N3CCOCC3)cc2)C1c1ccc(C(C)C)cc1 (stereo not drawn)
38. CCOc1ncccc1C(=O)OCC(=O)Nc1cccc(S(=O)(=O)N2CCCCCC2)c1
39. COc1ccc(C(=O)n2nc(-c3ccc(C)cc3)nc2N)cc1OC
40. Cc1cccc(NC(=S)N(CCCN2CCOCC2)Cc2ccccn2)c1
41. O=C(OCc1ccccc1)N(CCCCN(CCCNCc1ccccc1)C(=O)OCc1ccccc1)CCCNCc1ccccc1
42. CCCC(C(=O)NCC1CCCO1)N(C(=O)CNS(=O)(=O)c1ccccc1)c1ccc(F)cc1 (stereo not drawn)

entry no.,37,38,39,40,41,42
DNMT1 block,0.6,-2.7,7.0,-2.1,-10.9,2.5
NRP1-CendR mod,-3.1,3.2,-4.3,2.8,0.4,-2.2
SKN-1 inh,12.2,-25.9,-0.7,1.0,1.4,-27.9
STEP block,-2.3,1.1,-1.9,-1.1,2.2,0.8
Neddylation inh,i,i,i,i,i,i
NadD block,1.6,-3.7,-1.5,-1.1,13.6,-11.8
SUMO1-SIM PPI,-21.4,3.2,-0.4,-1.4,-116.3,-2.3
LMPTP inh,-0.2,0.2,-0.4,-7.6,4.4,-0.7
Scp-1 inhibitor,1.8,4.3,-7.4,-2.1,32.8,-4.4
Tb MetRS inh,-0.8,-0.5,-0.2,-0.2,0.0,-0.3
